Bioassay records: PubChem BioAssay, National Center for Advancing Translational Sciences (NCATS)
Lipid storage S3 = qHTS Assay for Lipid Storage Modulators in Drosophila S3 Cells; Drosophila S3 cells, BODIPY lipid droplet fluorescence, 18-24 h; cells fed with added oleic acid; Potency in µM for hits, for the others lipid storage change, negative = inhibition, % at the top dose, mostly 46.1 µM; 320,000 compounds, 0.64% hits; AID 2685, 2010; active = well fitted inhibition curve with a large enough effect in the signal ratio, with a control signal flat, not every such curve was filed as active; inconclusive = small, poorly fitted or top-dose-only effect, or effect the other way, or a change in a side signal; the % refers to the signal ratio
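Drosophila S3 cells loaded with oleic acid (400 uM, as added) and compounds at several concentrations; lipid droplets imaged by 488-nm laser-scanning cytometry, 500–530 nm intensity and object ratio to cell channel. Percent activity normalized to 20 uM Triacsin C.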
Lipid storage S3 cell count max = further read-out of Lipid storage S3, marked with its call; cell number change, %; measured here: cell count max response;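 cells counted by Cell Tracker Red CMTPX staining in the red channel; peak over a dose series mostly up to 46.1 µM; percent activity relative to internal control wells on each plate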
The depositor's hits bear a star; i = inactive; ? = inconclusive; nt = not tested or not shown. % is scaled to controls: 0 for no effect and ±100 for the full control effect; potency is read from the fitted curve at half-maximal effect. These rows are one share of the data; count on the stated rates, not on these rows.

nr	SMILES	Lipid storage S3	Lipid storage S3 cell count max
1	Cc1cc(C)n(CCNC(=O)C2CCC(=O)N(CCc3cccc(F)c3)C2)n1 (stereo not given)	?	nt
2	N#C/C(=C\c1ccccc1OCc1ccc(C(=O)O)cc1)c1ccccc1	0%	0
3	CCOc1cc(NS(=O)(=O)c2ccc(NC(C)=O)cc2)c(OCC)cc1NC(=O)c1cccs1	?	nt
4	Cn1c(CNC(=O)CCNC(=O)c2ccc(Br)cc2)cc(=O)n(C)c1=O	?	nt
5	Cc1c(OCC(=O)N2CCC(C(N)=O)CC2)ccc2c3c(c(=O)oc12)CCC3	?	nt
6	O=C(NC(=S)Nc1ccc(Cl)c(C(=O)O)c1)c1ccco1	28%	6
7	COc1cc(OC)cc(-c2c(-c3cccs3)c3cc(Br)ccc3n2C)c1	?	nt
8	O=C(CSc1nnc(C23CC4CC(CC(C4)C2)C3)o1)Nc1ccc(N2CCOCC2)c(Cl)c1	?	nt
9	Cc1ccc(S(=O)(=O)Nc2ccc(NC(=O)Nc3ccc(F)cc3F)cc2)cc1	?	nt
10	Cc1nonc1NC(=O)N1CCCC1	-8%	2
11	Cc1ccccc1-n1cnc2cc(NCc3cccs3)ccc21	-11%	3
12	Cc1cccc(NC(=O)c2oc3ccc(S(=O)(=O)N4CCOCC4)cc3c2C)c1C	?	nt
13	CC1C(=O)N2CCCc3cc(S(=O)(=O)N4CCC(C(N)=O)CC4)cc1c32 (stereo not given)	?	nt
14	O=S(=O)(NCCN1CCOCC1)c1ccc2c(c1)OCCO2	1%	2
15	COc1ccc(CCN(CC(=O)NCc2ccc(F)cc2)C(=O)c2snc(C(N)=O)c2N)cc1OC	?	nt
16	O=C(O)COc1ccc2c(-c3ccccc3)cc(=O)oc2c1	?	nt
17	COc1cccc(-c2nc(CS(=O)(=O)CC(=O)N3CCc4ccccc43)c(C)o2)c1	?	nt
18	COc1ccc(/C=C/C(=O)N(c2ccccn2)C2CCCCC2)cc1OC	?	nt
19	COc1cc2nc(CN3CCC(C(O)(c4ccccc4)c4ccccc4)CC3)[nH]c(=O)c2cc1OC	2%	-3
20	Cc1cc(N2C(=O)C3C4c5ccccc5C(c5ccccc54)C3C2=O)no1 (stereo not given)	?	nt
21	O=C(NCNC(=O)c1ccccc1)c1ccccc1	?	nt
22	Cc1ccc(OCC(=O)OCc2c(C)noc2C)cc1C	-15%	nt
23	O=C(NC(=S)NNC(=O)c1ccccc1O)c1cccnc1	?	nt
24	CCN(CC)CCn1c(-c2ccccc2)nc(=S)c2c1CC(C)(C)OC2	i	20
25	CCC(=O)Nc1ccccc1C(=O)OCc1ccc(C(=O)c2ccccc2)cc1	13%	-15
26	CN=C(Nc1ccc(Br)cc1)SC1CC(=O)N(c2ccc(OC)cc2)C1=O (stereo not given)	10%	10
27	CN(C(=O)c1ccc(OC2CCN(CCc3ccccc3)CC2)cc1)C1CCOCC1	7%	7
28	Cc1ccccc1C(=O)NNc1ccc([N+](=O)[O-])cc1	?	nt
29	N#Cc1nc(-c2ccco2)oc1N1CCOCC1	?	nt
30	COC(=O)C(C)N(C#N)c1nc(C)cc(C)n1 (stereo not given)	?	nt
31	CC(=O)c1ccc2c3c(ccc(O)c13)CC2	?	nt
32	CC(=O)Nc1ccc(OCCOc2ccc(/C=C3\C(=N)N4N=C(C)SC4=NC3=O)cc2)cc1	?	nt
33	COc1ccc(NC2=C(c3ccc(OC)cc3)C(=O)c3ccccc32)cc1	?	nt
34	CCC(CC)COC(=O)C1=C(C)NC(=O)NC1c1ccccc1Br (stereo not given)	?	nt
35	COC(=O)c1c(NC(=O)CSc2nnnn2-c2ccccc2)sc2c1CCC(C(C)(C)C)C2 (stereo not given)	?	nt
36	COc1ccc(NC(=O)CCOc2ccccc2C)cc1S(=O)(=O)N1CCCCC1	?	nt
37	CN(C)S(=O)(=O)c1ccc(NC(=O)COc2ncnc3c2cnn3-c2ccccc2)cc1	-2%	-3
38	CCN(Cc1ccccc1)S(=O)(=O)c1ccc(C(=O)N2CCN(c3nc4ccccc4s3)CC2)cc1	?	nt
39	COc1ccc(CCNC(=S)N2CCN(S(=O)(=O)c3ccccc3)CC2)cc1	?	nt
40	CC(C(=O)NC1CCCC1)N1CCN(Cc2ccccc2)CC1 (stereo not given)	?	nt
41	Cc1c(NC(=O)C(C)OC(=O)c2cccc([N+](=O)[O-])c2)c(=O)n(-c2ccccc2)n1C (stereo not given)	-22%	-30
42	C=CCn1c(=O)[nH]c2cc(C(=O)N3CCN(c4cccc(Cl)c4)CC3)ccc2c1=O	?	nt
43	Cc1ccc2oc(-c3ccccc3)c(C(=O)O)c(=O)c2c1	?	nt
44	Cc1ccc2cc(CNC(C)C)c(=O)[nH]c2c1	?	nt
45	NC(=O)c1cc2c(s1)-c1cc(Cl)ccc1SC2	?	nt
46	COc1cc(NC(=O)c2ccccc2)ccc1NC(=O)c1cc2ccccc2o1	-3%	-16
47	CCCCn1c(SCC(=O)N2CCc3ccccc32)nnc1-c1ccncc1	-8%	-8
48	O=C(CCN1C(=O)c2ccc([N+](=O)[O-])cc2C1=O)Nc1nccs1	-6%	7
49	Cc1ccc(S(=O)(=O)NNC(=O)Cc2cccn2C)cc1	?	nt
50	CCn1c(C)nc2cc(C(=O)N/N=C/c3ccccc3C)ccc21	?	nt

6 compounds out of the list above, arranged by their value in Lipid storage S3 cell count max, largest number first.
item | smiles | Lipid storage S3 cell count max
26 | CN=C(Nc1ccc(Br)cc1)SC1CC(=O)N(c2ccc(OC)cc2)C1=O (stereo not given) | 10
27 | CN(C(=O)c1ccc(OC2CCN(CCc3ccccc3)CC2)cc1)C1CCOCC1 | 7
37 | CN(C)S(=O)(=O)c1ccc(NC(=O)COc2ncnc3c2cnn3-c2ccccc2)cc1 | -3
47 | CCCCn1c(SCC(=O)N2CCc3ccccc32)nnc1-c1ccncc1 | -8
46 | COc1cc(NC(=O)c2ccccc2)ccc1NC(=O)c1cc2ccccc2o1 | -16
41 | Cc1c(NC(=O)C(C)OC(=O)c2cccc([N+](=O)[O-])c2)c(=O)n(-c2ccccc2)n1C (stereo not given) | -30

Continuation.
nr	SMILES	Lipid storage S3	Lipid storage S3 cell count max
51	COc1cc(SC)ccc1C(=O)Nc1ccncc1	i	nt
52	CC(=O)Nc1ccc(S(=O)(=O)N2CCN(c3ccc(C)c(Cl)c3)CC2)cc1	?	nt
53	COC(=O)c1cnn(-c2nc3c(C)cccc3s2)c1C	i	nt
54	CCc1c(C(=O)NNC(=S)NCc2ccccc2)csc1C	?	nt
55	CN(CCO)c1ncnc2nc[nH]c12	-3%	-10
56	COc1cc(C(=O)N(CCc2ccccc2)C2=CC3CCC(C2)N3C)cc(OC)c1OC (stereo not given)	2%	0
57	Cc1sc2nc(SCC(=O)N3CCN(CCO)CC3)n(-c3ccccc3)c(=O)c2c1C	16%	-13
58	Cc1nc2oc3ccc(Cl)cc3c(=O)c2cc1C(=O)O	i	-15
59	Cc1ccc(NC(=O)c2cn(CCC#N)nc2-c2cccs2)c([N+](=O)[O-])c1	-2%	-5
60	CCOc1ccccc1N1CC(C(=O)NCCc2ccc(S(N)(=O)=O)cc2)CC1=O (stereo not given)	?	nt
61	O=C(CCCCCBr)N1CCC(CC2CC(c3cccc(Br)c3)=NO2)(C(=O)NCC2CCCCC2)CC1 (stereo not given)	i	-17
62	CCOc1ccc(C(=O)Nc2cc(OC)ccc2OC)cc1	23%	-7
63	CCCN1C(=O)/C(=C/c2ccncc2)SC1=S	11%	nt
64	COC(=O)COc1ccc(S(=O)(=O)N2CCc3ccccc3C2)cc1C	?	nt
65	CC(NC(=O)[C@H](C)N1C(=O)N2CCc3c([nH]c4ccccc34)[C@@]2(C)C1=O)c1ccccc1 (stereo not given in full)	?	nt
66	Fc1cc(F)c2nc(Nc3nc4cc5c(cc4s3)OCO5)sc2c1	?	nt
67	O=C(NC1CCCCCC1)c1c(O)nc2sccn2c1=O	20%	10
68	CC(C(=O)N1c2ccccc2Sc2ccccc21)n1nnc(-c2cccs2)n1 (stereo not given)	i	-3
69	COc1ccc(NC(=O)C2=C(C)C(=O)OC23CCC(C)CC3)cc1Cl (stereo not given)	8%	8
70	Cc1cccc(NC(=O)c2cccc(C(=O)Nc3cccc(C)c3C)n2)c1C	?	nt
71	CCOC(=O)c1cccc(-n2c(-c3ccc(OC)cc3)nc3nc4ccccc4nc32)c1	6%	-10
72	O=C(Nc1ccc(O)c(C(=O)O)c1)c1ccc2c(c1)C(=O)N(CC1CCCO1)C2=O (stereo not given)	?	nt
73	CCOC(=O)c1c(-n2cccc2)sc2c1CCCC2=O	-18%	-3
74	Cn1cnnc1SCC(=O)NNC(=O)COc1ccc(Cl)cc1	-1%	-6
75	O/N=C/c1ccc2cccc(OCc3ccccc3)c2n1	-17%	nt
76	Cc1ccc(/C=N/NC(=O)c2ccc(-n3cccc3)cc2)o1	?	nt
77	Cc1cc(C)c(C#N)c(SCc2[nH]nc3c2C(c2ccc(F)cc2)C(C#N)=C(N)O3)n1 (stereo not given)	3%	-4
78	COc1ccc(NS(=O)(=O)c2cn(C)cn2)c(OC)c1	i	-4
79	COc1ccccc1NC(=O)Oc1ccc(NC(=O)c2ccco2)cc1	?	nt
80	Cc1cc(OCCOCCN(C)CCO)cc(C)c1Cl	21%	-6
81	O=c1[nH]c(C2CCN(S(=O)(=O)c3cccc(Cl)c3)CC2)nc2c1nnn2Cc1ccccc1	?	nt
82	c1ccc(-n2nc3c(ccc4cnnc43)[nH]2)cc1	24%	3
83	Cc1cc(C)nc(Nc2nc(C)c3cc4c(cc3n2)OCO4)n1	?	nt
84	COc1ccccc1-c1oc2ccccc2c1C#CC1(N)CCCCC1	?	nt
85	O=C1C(=Cc2ccco2)C(=O)c2ccccc21	?	nt
86	O=C(NCCCNC(=O)c1ccccn1)c1cccc(F)c1	?	nt
87	CCOC(=O)c1ccc(NC(=O)N2CCc3ccccc32)cc1	?	nt
88	CCS(=O)(=O)c1ncc(Cl)c(C(=O)Nc2ccc(S(=O)(=O)N3CCC(C)CC3)cc2)n1	1.3µM*	-23*
89	CCn1nnnc1SCC(=O)NCc1cccs1	?	nt
90	CCCn1c(N)c(C(=O)CSc2ncnc3sccc23)c(=O)n(C)c1=O	?	nt
91	CC(=O)c1ccc(OCc2cc(C(=O)NC(C)CCn3cccn3)no2)cc1 (stereo not given)	?	nt
92	Cc1csc(SCC(=O)NCCc2ccc(Cl)cc2)n1	?	nt
93	COc1ccc(N2CCN(C(=O)COC(=O)c3cnccn3)CC2)cc1	?	nt
94	CN(CC(=O)NCCc1ccccn1)S(=O)(=O)c1ccc(Cl)cc1	?	nt
95	Cc1ccc(S(=O)(=O)Nc2c(C)nn(C)c2C)c(C)c1	24%	nt
96	COc1cc(/C=N/NC(=O)Cc2csc(N3CCOCC3)n2)cc(OC)c1O	?	nt
97	CCNc1nc(NC(C)C)nc(SCCOC(=O)c2ccccc2)n1	-13%	-9
98	O=C(NN1C(=O)C2C3C=CC(C4CC34)C2C1=O)c1cccc(Cl)c1 (stereo not given)	?	nt
99	O=C(C1=C[C@H](c2coc3ccccc3c2=O)C[C@H](OCc2ccc(CO)cc2)O1)N1CCN(Cc2ccc3c(c2)OCO3)CC1	9%	-3
100	CCCS(=O)(=O)N1CCN(Cc2c[nH]c3ccccc23)CC1	?	nt

3 structures from above, sorted by heavy-atom count, smallest number first:
nr	SMILES	Lipid storage S3	Lipid storage S3 cell count max
82	c1ccc(-n2nc3c(ccc4cnnc43)[nH]2)cc1	24%	3
83	Cc1cc(C)nc(Nc2nc(C)c3cc4c(cc3n2)OCO4)n1	?	nt
79	COc1ccccc1NC(=O)Oc1ccc(NC(=O)c2ccco2)cc1	?	nt

Later entries
nr	SMILES	Lipid storage S3	Lipid storage S3 cell count max
101	Cc1ccc(Cn2ncc3c(N4CCN(CCc5ccccc5)CC4)ncnc32)cc1	-1%	7
102	COc1ccc2c(c1)CCc1c(C(=O)Nc3c(C)nn(Cc4ccccc4)c3C)noc1-2	?	nt
103	CC(C)CC(=O)NC(Nc1ccc([N+](=O)[O-])cc1)C(Cl)(Cl)Cl (stereo not given)	24%	1
104	COc1ccc(NC(=O)COc2coc(CN3c4ccccc4CC3C)cc2=O)cc1 (stereo not given)	10%	-5
105	CC(C)n1nnnc1SCC(=O)Nc1cccc(F)c1	-8%	13
106	CC1CN(C(=O)c2ccc(Cl)c(S(=O)(=O)NCc3ccco3)c2)CC(C)O1 (stereo not given)	5%	15
107	O=C(OCC(=O)N1CCOCC1)c1cccc(S(=O)(=O)N2CCCc3ccccc32)c1	-9%	6
108	CCC(=O)Nc1cccc(NC(=O)CN2CCN(c3ccccc3OC)CC2)c1	?	nt
109	O=C(CCc1nnc2ccc(N3CCOCC3)nn12)Nc1ccc(F)cc1F	i	3
110	CC(=O)Nc1ncnc2c1c(-c1ccc(Cl)cc1)nn2C(C)(C)C	?	nt
111	COc1ccc(OC)c(S(=O)(=O)NCC(c2ccco2)N2CCc3ccccc3C2)c1 (stereo not given)	24%	nt
112	COc1ccc(CCN2C(=O)c3[nH]nc(-c4ccccc4O)c3C2c2ccccc2)cc1OC (stereo not given)	10%	-15
113	COC(=O)CSc1cc(C(F)(F)F)nc(-c2ccccn2)n1	21%	28
114	O=S(Cc1ccc(Br)cc1)Cc1nnc(SCc2ccc(Cl)cc2)n1-c1ccccc1 (stereo not given)	?	nt
115	O=C(NNc1nc2cc3c(cc2s1)OCCO3)c1ccc(F)cc1	?	nt
116	Cc1cccc(C2NS(=O)(=O)N=C2N)c1 (stereo not given)	?	nt

Reprinted at random: 2 entries already listed
nr	SMILES	Lipid storage S3	Lipid storage S3 cell count max
111	COc1ccc(OC)c(S(=O)(=O)NCC(c2ccco2)N2CCc3ccccc3C2)c1 (stereo not given)	24%	nt
101	Cc1ccc(Cn2ncc3c(N4CCN(CCc5ccccc5)CC4)ncnc32)cc1	-1%	7
